# Screens (PubChem BioAssay)
# p53 reactivator – re-activators of mutant p53 | H1299 p53-A138V BP100-luciferase reporter, luminescence, 24 h | Potency, µM (top dose mostly 92.2 µM), for the others: top-dose activity change, positive = activation, actives largely listed as activators | 0.063% of 320,000 active; note: potency is the fitted concentration of half-maximal effect; % of control where 0% means no effect; nearly all actives have a fitted effect of over 45% in size
#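 p53-null H1299 cells stably carrying temperature-sensitive p53-A138V and a BP100-luciferase reporter were pinned with compounds (4-point, 1:5 series) and held 24 hrs at 37 deg C. Luminescence was read 10 min after detection reagent.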
# MLL CXXC-DNA inh – MLL CXXC-DNA interaction inhibition; Q03164; MLL-CXXC / FITC-HOXA9 DNA fluorescence polarization; Potency, µM (doses to about 115 µM), for inactives: at the highest dose activity change, negative = inhibition, most hits filed as inhibitors; 0.037% of 290,000 active; AID 2662; active = well fitted inhibition curve with a large enough effect in the polarisation, with a control signal flat, not every such curve was filed as active; inconclusive = small, poorly fitted or top-dose-only effect, or effect the other way, or a change in a side signal; inactive = no such curve, though single readings can be large or run the other way; the % refers to the polarisation; note: potency is the fitted concentration of half-maximal effect
# Target sequence (Q03164 whole entry, looked up): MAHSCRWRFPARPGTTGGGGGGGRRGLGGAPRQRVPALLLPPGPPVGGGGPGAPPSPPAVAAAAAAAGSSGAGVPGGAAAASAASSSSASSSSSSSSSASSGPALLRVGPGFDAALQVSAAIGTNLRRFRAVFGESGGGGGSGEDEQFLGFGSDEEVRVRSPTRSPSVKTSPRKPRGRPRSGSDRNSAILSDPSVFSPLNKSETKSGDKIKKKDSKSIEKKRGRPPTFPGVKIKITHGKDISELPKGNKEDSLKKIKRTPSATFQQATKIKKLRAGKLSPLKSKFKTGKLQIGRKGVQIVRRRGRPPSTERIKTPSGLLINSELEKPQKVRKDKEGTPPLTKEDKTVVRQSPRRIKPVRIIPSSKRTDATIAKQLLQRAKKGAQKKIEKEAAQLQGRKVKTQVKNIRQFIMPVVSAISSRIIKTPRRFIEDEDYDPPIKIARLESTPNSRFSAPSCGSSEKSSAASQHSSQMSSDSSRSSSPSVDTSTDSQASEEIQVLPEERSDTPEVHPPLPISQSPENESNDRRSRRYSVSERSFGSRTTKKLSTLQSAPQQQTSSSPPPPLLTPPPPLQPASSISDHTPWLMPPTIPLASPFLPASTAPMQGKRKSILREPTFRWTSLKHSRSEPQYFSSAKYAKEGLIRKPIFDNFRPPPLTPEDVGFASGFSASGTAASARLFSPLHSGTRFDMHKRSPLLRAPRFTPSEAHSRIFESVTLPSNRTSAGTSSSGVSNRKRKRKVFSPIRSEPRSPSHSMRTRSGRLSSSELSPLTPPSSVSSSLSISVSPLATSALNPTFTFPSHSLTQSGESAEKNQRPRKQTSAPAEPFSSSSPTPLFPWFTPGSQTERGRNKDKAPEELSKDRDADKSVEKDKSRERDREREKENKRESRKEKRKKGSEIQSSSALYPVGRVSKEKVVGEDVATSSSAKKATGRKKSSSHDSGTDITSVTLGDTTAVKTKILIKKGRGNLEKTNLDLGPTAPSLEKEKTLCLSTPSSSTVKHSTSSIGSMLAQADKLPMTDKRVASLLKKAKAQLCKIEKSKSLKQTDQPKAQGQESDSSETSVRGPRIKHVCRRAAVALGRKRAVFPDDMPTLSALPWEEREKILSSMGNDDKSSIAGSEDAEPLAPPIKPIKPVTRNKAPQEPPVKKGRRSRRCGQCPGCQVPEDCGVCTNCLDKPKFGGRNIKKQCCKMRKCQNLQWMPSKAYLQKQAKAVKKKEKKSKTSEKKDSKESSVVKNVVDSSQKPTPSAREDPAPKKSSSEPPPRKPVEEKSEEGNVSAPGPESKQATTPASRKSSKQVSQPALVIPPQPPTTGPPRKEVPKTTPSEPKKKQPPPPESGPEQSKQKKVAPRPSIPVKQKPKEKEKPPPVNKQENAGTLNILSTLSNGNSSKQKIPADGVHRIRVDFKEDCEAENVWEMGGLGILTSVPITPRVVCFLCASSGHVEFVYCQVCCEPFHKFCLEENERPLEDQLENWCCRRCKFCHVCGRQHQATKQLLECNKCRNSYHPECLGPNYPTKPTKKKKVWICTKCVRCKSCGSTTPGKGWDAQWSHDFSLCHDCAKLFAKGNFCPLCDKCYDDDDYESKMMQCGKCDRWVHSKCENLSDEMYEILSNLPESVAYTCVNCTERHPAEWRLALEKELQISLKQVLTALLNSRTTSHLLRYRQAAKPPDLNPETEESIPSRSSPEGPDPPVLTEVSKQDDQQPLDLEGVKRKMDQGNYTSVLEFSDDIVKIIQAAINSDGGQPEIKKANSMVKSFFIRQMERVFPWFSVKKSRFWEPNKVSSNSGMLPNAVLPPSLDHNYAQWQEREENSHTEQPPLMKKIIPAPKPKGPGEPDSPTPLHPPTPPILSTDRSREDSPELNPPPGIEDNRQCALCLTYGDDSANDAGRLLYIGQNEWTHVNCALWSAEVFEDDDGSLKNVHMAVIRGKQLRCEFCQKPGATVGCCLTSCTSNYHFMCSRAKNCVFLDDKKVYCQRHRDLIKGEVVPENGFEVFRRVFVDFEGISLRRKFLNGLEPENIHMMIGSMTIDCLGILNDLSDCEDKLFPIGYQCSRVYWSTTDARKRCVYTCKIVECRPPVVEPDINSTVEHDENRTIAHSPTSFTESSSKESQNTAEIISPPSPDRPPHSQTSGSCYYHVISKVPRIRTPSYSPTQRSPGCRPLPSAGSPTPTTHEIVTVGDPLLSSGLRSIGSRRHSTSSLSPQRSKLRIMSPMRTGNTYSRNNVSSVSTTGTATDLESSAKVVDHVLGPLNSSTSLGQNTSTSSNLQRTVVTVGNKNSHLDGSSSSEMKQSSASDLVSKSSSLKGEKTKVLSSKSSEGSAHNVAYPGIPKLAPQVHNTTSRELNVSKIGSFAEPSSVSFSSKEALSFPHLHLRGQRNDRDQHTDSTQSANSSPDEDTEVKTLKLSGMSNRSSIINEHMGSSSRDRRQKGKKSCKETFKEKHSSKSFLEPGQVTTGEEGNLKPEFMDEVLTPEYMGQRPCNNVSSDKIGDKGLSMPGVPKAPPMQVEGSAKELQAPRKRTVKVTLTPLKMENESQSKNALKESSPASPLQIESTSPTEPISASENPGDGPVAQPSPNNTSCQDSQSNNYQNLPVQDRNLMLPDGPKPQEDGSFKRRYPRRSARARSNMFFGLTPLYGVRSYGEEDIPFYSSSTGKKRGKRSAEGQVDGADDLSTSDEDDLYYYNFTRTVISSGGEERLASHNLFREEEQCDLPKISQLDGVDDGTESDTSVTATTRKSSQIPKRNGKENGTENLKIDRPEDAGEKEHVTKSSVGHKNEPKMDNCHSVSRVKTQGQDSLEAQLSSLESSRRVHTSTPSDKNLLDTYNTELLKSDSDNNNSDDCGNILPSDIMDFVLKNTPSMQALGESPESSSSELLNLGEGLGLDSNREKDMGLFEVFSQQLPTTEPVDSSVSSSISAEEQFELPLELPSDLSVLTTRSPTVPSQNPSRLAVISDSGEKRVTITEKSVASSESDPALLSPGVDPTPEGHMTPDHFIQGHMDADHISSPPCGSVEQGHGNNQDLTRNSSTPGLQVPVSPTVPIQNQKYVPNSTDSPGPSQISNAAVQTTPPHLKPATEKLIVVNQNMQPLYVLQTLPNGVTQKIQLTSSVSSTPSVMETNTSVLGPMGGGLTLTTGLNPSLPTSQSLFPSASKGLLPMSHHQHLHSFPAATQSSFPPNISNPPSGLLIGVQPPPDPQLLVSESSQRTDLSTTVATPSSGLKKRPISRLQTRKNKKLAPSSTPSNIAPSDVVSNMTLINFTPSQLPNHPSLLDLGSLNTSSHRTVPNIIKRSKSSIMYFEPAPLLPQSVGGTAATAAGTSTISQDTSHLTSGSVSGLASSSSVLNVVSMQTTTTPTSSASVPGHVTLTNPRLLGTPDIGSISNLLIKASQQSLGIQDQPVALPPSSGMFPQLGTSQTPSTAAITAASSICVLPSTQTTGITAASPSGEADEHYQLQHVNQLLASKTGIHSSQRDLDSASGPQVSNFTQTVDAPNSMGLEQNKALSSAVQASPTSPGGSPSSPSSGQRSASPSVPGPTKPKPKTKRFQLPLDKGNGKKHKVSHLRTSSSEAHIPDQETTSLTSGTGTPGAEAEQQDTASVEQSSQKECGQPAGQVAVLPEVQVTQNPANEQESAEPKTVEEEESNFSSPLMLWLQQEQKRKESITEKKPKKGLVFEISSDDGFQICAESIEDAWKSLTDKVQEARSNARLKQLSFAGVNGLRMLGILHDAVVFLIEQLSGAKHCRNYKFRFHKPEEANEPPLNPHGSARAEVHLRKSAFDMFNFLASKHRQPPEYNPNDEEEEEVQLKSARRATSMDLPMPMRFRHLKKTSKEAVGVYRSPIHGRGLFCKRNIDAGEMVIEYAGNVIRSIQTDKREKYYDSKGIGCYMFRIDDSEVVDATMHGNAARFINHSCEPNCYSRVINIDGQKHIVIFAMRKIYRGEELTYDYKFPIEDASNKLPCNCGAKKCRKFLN
#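 Purified MLL-CXXC (added from a 7 uM solution) was preincubated 5 min at ambient with pinned compounds in 50 mM Tris-HCl pH 7.5, 50 mM NaCl, 1 mM DTT, 0.05% BSA. Fluorescein-labeled HOX-A9 DNA (50 nM solution) followed, 30 min, then polarization read.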
# TRPV1 ag – human TRPV1 agonism | TRPV1-expressing cells, Fluo-8 calcium influx, agonist mode | activation, % at 8.33 µM | 0.19% of 320,000 active; in the data active = activation above about 80%; inconclusive = between about 30% and that limit; note: 0% is about no effect
#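 TRPV1-expressing cells were cultured overnight at 35.5C and loaded with Fluo-8 calcium dye for 40 to 90 min at room temperature. After a 10 s baseline, compound was added and calcium influx was read kinetically for 3 min (ex 480/em 520 nm).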
# AT treatment – potential ataxia-telangiectasia treatment. […] A-T fibroblasts, KAP-1 phosphorylation AlphaLISA; neocarzinostatin DNA damage 30 min before lysis. Potency, µM (titrated, usually from 57.5 µM), without a hit: at the top dose activation, actives largely listed as activators. 0.19% of 320,000 active; note: potency is the fitted concentration of half-maximal effect; % of control where 0% means no effect; nearly all actives have a fitted effect of over 45% in size
#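 ATM-like activity read as KAP-1 phosphorylation via AlphaLISA donor/acceptor antibody pairs after lysis and 6 hr at 25C. Cells were ATM-null patient fibroblasts ([…], hTERT), dosed 60 min, then exposed to the DSB inducer NCS for 30 min.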
# a7 integrin act – activators of alpha7 integrin expression for muscular dystrophy; alpha7betagal myoblasts, beta-gal FDG fluorescence, 48 h; Potency, µM (doses to about 38.3 µM), inactives show top-dose activation, actives largely listed as activators; 0.064% of 350,000 active; AID 624291;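 note: potency is the fitted concentration of half-maximal effect; 100% = response of the positive control SU9516; nearly all actives have a fitted effect of over 60% in size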
#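 alpha7betagal+/- myoblasts (passage 13, 250/well) treated 48 h at 37C with compounds at 1:260 dilution of DMSO stock. Lysed, then beta-galactosidase activity read as FDG fluorescence (ex 480/em 540) after 30 min, with pre-read for autofluorescence.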
# TSG101-PTAP inh – blocks PTAP/TSG101 interaction to inhibit HIV-1 budding; Q99816; 340,000 tested, under 10 active; AID 493005; Fluorescence polarization, FITC-PTAP peptide / Tsg101 binding; Potency, µM (highest dose often 115 µM), without a hit: at the top dose activity change, negative = inhibition, usual class: inhibitors; active = well fitted inhibition curve with a large enough effect in the main read-out, with a control signal flat, not every such curve was filed as active; inconclusive = small, poorly fitted or top-dose-only effect, or effect the other way, or a change in a side signal; inactive = no such curve, though single readings can be large or run the other way; note: potency is the fitted concentration of half-maximal effect; % of control where 0% means no effect
#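 Fluorescence anisotropy tracks displacement of a FITC-tagged PTAP peptide (50 nM) from the Tsg101 binding domain (10 uM), following a 20 min room-temperature incubation at pH 7.5.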
# BRCA1 expr act – increases BRCA1 expression; MCF7-BRCA1-FFLuc reporter, luminescence, 48 h; response scale: scaled: vehicle 0%, 10 µM genistein 100%; Potency, µM (titrated, usually from 46.1 µM), inactives show at the highest dose activation, actives largely listed as activators; 1.1% of 380,000 active; note: potency is the fitted concentration of half-maximal effect; nearly all actives have a fitted effect of over 80% in size; some results filed as inactive show a strong effect at the top dose
#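 MCF7-BRCA1-FFLuc cells, 2000/well in phenol-red-free MEM, attached 2 h then treated 48 h at 37 C. Luciferase luminescence read 15 min after reagent; normalized to genistein maximum activation (10microM) and DMSO, concentration-response fitted.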
# B2AR arrestin – agonists driving beta-arrestin recruitment to human beta2-adrenergic receptor; P07550; beta-arrestin recruitment to beta2AR, cell-based reporter; Potency, µM (titrated, usually from 46.1 µM), inactives show at the highest dose activation, usual class: activators; 0.02% of 330,000 active; AID 492947;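 note: potency is the fitted concentration of half-maximal effect; 0% = DMSO controls and full agonism = EC100 isoproterenol or metaproterenol; nearly all actives have a fitted effect of over 65% in size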
# TCR activator – activators of T cell receptors; primary human leukocytes, anti-CD3, IL-2 HTRF, 48 h; Potency, µM (series often up to 9.22 µM), for the others: top-dose activation of IL-2 secretion, most hits filed as activators; 330,000 tested, under 10 active; AID 504894; note: % of control where 0% means no effect
#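 Compounds are tested in HTS on primary human leukocytes co-incubated with a-CD3 beads for 48 hr. IL-2 output is measured by time-resolved FRET.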
# ELG1 DNA repair – inhibitors of ELG1-dependent DNA repair in HEK293T cells; HEK293T ELG1-luciferase reporter, luminescence, 16 h; DNA damage induced by 5-fluorouridine; Potency, µM (series often up to 46.1 µM), without a hit: at the highest dose activity change, negative = inhibition, most hits filed as inhibitors; 2.3% of 330,000 active; AID 504467; note: potency is the fitted concentration of half-maximal effect; % is set by controls: 0 for no effect and ±100 for the full control effect; nearly all actives have a fitted effect of over 55% in size
#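 Step one: seed 2,000 cells per well. Step two: pin-transfer compound or DMSO alongside 5-fluorouridine. Step three: incubate 16 hr, 37 °C, 5% CO2. Step four: add ONE-Glo, wait 30 min, read luminescence.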
# * marks the source's active call; other numbers are inactive results; ? = inconclusive; . = not tested or not shown; & = joins results of further samples; [ ] = remark or other dose. Unless noted, calls come from the whole dose curve; as a rule, active = well fitted curve in the direction sought with a large enough effect; inconclusive = small, poorly fitted or top-dose-only effect, or another doubt; inactive = no such curve, though single readings can be large; an effect the other way counts as inactive or inconclusive.
SMILES	p53 reactivator	MLL CXXC-DNA inh	TRPV1 ag	AT treatment	a7 integrin act	TSG101-PTAP inh	BRCA1 expr act	B2AR arrestin	TCR activator	ELG1 DNA repair
O=c1[nH]c2cc3c(cc2cc1CN(CCCO)C(=S)NCc1ccco1)OCO3	-1%	-5%	2	-1%	1%	-5%	-21%	-0.1%	3%	?
CSCCC(NC(=O)COc1ccccc1)C(=O)OCc1ccc(Cl)cc1 (stereo not given)	.	.	.	.	18%	1%	0%	.	7%	.
CC1=CC(=O)C=C(C)C1=NOC(=O)c1cccc([N+](=O)[O-])c1	?	1%	0	3%	-42%	-5%	-57%	-0.1%	-2%	-16%
O=C1[C@@H](Oc2ccccc2)[C@@H](c2cnc3ccccc3c2)N1c1ccccc1	4%	.	.	4%	-2%	3%	-49%	-0.5%	0%[46.1 µM]	16µM*
COc1cc(CN2CCC(Cc3ccccc3)CC2)cc([N+](=O)[O-])c1O	.	12%	1	2%	7%	-1%	0%	0.8%	4%	-7%
O=C(Nc1cc2nn(-c3ccccc3)nc2cc1Cl)c1ccco1	46%	30%	3	1%	17%	0%	-5%	-0.5%	-12%	?
COCCN1CN=C(NS(=O)(=O)c2ccc(C)cc2)NC1	1%	11%	-4	-3%	-2%	0%	-3%&6%	0.4%	-5%	15%
O=C(Nc1cccc2cccnc12)C1CCCC1	1%	7%	13	10%	4%	-1%	1%	-0.1%	0%[46.1 µM]	16%
O=C(c1ccc(Cl)cc1)N1CCCCC(Sc2nnc(-c3ccc4c(c3)OCO4)o2)C1=O (stereo not given)	-8%	4%	3	-3%	0%	-2%	?	0.3%	2%	?
COC(=O)C1=C(C)NC2=C(C(=O)CC(C)(C)C2)C1c1ccccn1 (stereo not given)	-6%	-3%	1	1%	10%	-5%	5%	-0.4%	0%[46.1 µM]	10%
COc1ccc(C(=O)NCCCNC(=O)c2cnccn2)cc1	1%	1%	-3	2%	3%	-1%	-6%	-1.0%	-1%	-3%
O=C(CSc1nnnn1-c1ccccc1)Nc1ccc(N2CCOCC2)c(Cl)c1	.	-5%	-5	.	-20%	-3%	-32%	.	.	.
COc1ccc(C(=O)N2CCOC2CNC(=O)C(=O)NCc2ccc3c(c2)OCO3)cc1 (stereo not given)	2%	-6%	2	1%	-7%	1%	1%	-0.1%	.	-2%
Cc1ccc(NC(=O)c2cc(F)c(F)cc2Cl)nc1	5%	15%	19	2%	0%	-3%	-3%	-0.1%	-3%	?
Cc1cc(C)nc(N/N=C/c2ccc3c(c2)OCCO3)n1	1%	-6%	-1	0%	-21%	-6%	47%	-0.3%	3%	?
Cn1c(N)c(C(=O)COC(=O)C2CCCC2)c(=O)n(C)c1=O	5%	-1%	0	-11%	17%	-3%	-1%	0.1%	-2%	-11%
CCOC(=O)N1CCN(C(=O)CSc2ccc(-c3ccc(OC)c(OC)c3)nn2)CC1	-3%	-3%	-5	-3%	0%	-3%	3%	0.2%	.	?
CN(C)[C@@H](CO)c1nnc([C@H](CC(=O)O)NC(=O)C2CCNCC2)o1	4%	-3%	-2	4%	-4%	0%	12%	-0.4%	1%	4%
Cc1cc(-c2sccc2C)nc(-n2cccc2)n1	5%	-14%	1	0%	-7%	-7%	-70%	3.7%	4%	10%
CCNc1nc(OC)nc(Oc2ccc(C(=O)OC)cc2)n1	-9%	-6%	0	-1%	-11%	3%	-9%	0.0%	4%	1%
COc1ccccc1NC(=O)c1ccc(CN(c2cc(Cl)ccc2C)S(=O)(=O)c2ccccc2)cc1	5%	0%	-3	6%	5%	-2%	30%	-0.7%	-3%	-5%
Cc1cccc(CCNC(=O)CCc2c(C)nc3ncnn3c2C)c1	13%	2%	6	.	5%	-3%	7%&-1%	-0.1%	-4%	-3%
Nc1nc2ccccc2n1C(=O)CCc1ccccc1	19%	13%	.	4%	16%	-4%	-36%	-0.2%	.	?
CCN(C(=O)c1cnc2scc(C)n2c1=O)c1ccccc1C	-3%	1%	0	1%	5%	1%	0%	-0.1%	0%	1%
CCn1c(SCC(=O)OC2CCCCC2)nc2ccccc2c1=O	4%	2%	?	-1%	-19%	1%	-24%	-0.3%	-1%	-3%
O=C(O)C1CCN(C(=O)CCN2C(=O)S/C(=C\c3ccccc3)C2=O)CC1	0%	-3%	-5	-4%	1%	0%	0%	0.0%	12%	0%
COc1ccc(CNC(N)=O)cc1	.	.	.	.	27%	-1%	13%	.	7%	.
COC(=O)N/N=C/c1cc(N=Nc2ccccc2)ccc1O	13%	4%	?	1%	-1%	-3%	-53%	0.2%	11%	12%
OCCN1CCN(Cc2cc(Cl)c3cccnc3c2O)CC1	?	-3%	-2	.	-21%	0%	-104%[inhibitor]	?	-1%	-17%
O=C(NCC1CCCO1)c1ccc(COc2ccccc2Br)cc1 (stereo not given)	1%	4%	?	0%	-11%	-2%	45%	0.1%	-6%[46.1 µM]	-3%
COc1ccccc1CNC(=O)c1c(N)n(CCCN2CCOCC2)c2nc3ccccc3nc12	-11%	-3%	?	10%	-56%[inhibitor]	.	-37%	0.1%	.	?
O=C(Nc1ccc(-c2csc(Nc3cccc(C(F)(F)F)c3)n2)cc1)c1cccc(C(F)(F)F)c1	-1%	15%	-3	32%	-40%	3%	-16%	-0.6%	-10%	10µM*
COc1ccc(Nc2nc(N)c(C(=O)c3ccc(OC)cc3)s2)cc1	-5%	12%	-1	-23%	-37%	-8%	-36%	-1.1%	0%	-18%
CCCc1nc(SCC(=O)N2CCC(C)CC2)c2c(=O)n(C)c(=O)n(C)c2n1	2%	-11%	11	-4%	-11%	-1%	-9%	0.2%	3%	?
O=C(NNC(=O)c1ccc(Br)cc1)c1ccncc1	2%	-3%	4	-9%	?	-3%	22%	-0.4%	.	?
COc1ccc(C/C(O)=C(\C#N)c2nc3ccccc3[nH]2)cc1OC	6%	-5%	3	2%	-8%	-4%	-14%	-0.1%	0%	?
Nn1c(COc2ccccc2)nnc1SCC(=O)O	5%	9%	-3	2%	27%	2%	10%	-0.1%	-1%	-3%
O=C(NCc1cccc(Br)c1)c1cc(-c2ccccc2)nn1CC1CC(c2cccnc2)=NO1 (stereo not given)	.	.	.	.	4%	-1%	4%	.	0%	.
CC(C)C[C@H](NC(=O)OC(C)(C)C)C(=O)N[C@@H](CO)[C@H](O)[C@@H]1C[C@@H]1C(=O)NC1CCCCC1	11%	11%	-2	-4%	3%	-4%	4%	-0.7%	1%	-12%
CN1/C(=C/C2CC(=O)N(c3ccc([N+](=O)[O-])cc3)C2=O)C(C)(C)c2ccccc21 (stereo not given)	-5%	-4%	-2	1%	8%[7.66 µM]	4%	-1%	0.2%	.	1%
Cc1occc1C(=O)Nc1cccc(/C=C/C(=O)O)c1	.	.	.	.	4%	-5%	-6%	.	6%	.
CCN(CC(=O)Nc1ccccc1C(F)(F)F)CC(=O)NC1CC1	1%	.	-3	-3%	10%	-5%	-2%	-0.7%	-1%	11%
O=C(C(c1ccccc1)N1CCOCC1)N1CCOCC1 (stereo not given)	.	1%	-3	.	40%	-2%	14%	.	3%	.
Cc1oc2ccc(OCc3c(F)cccc3Cl)cc2c1C(=O)O	0%	-9%	-2	1%	?	-2%	-7%	0.6%	4%	-1%
Cn1c(=S)oc2ccccc21	-3%	-1%	1	8%	-13%	-4%	-13%	-0.5%	2%	-13%
COc1cccc(NC(=O)CNc2cc(S(=O)(=O)N3CCOCC3)ccc2N2CCCC2)c1	3%	.	?	0%	0%	-3%	0%	-0.1%	-4%	?
COc1cc(NC(=O)c2sc3ncn(CC(=O)N4CCCCC4)c(=O)c3c2C)cc(OC)c1OC	-6%	48%[activator]	2	-4%	-24%	-4%	-7%	2.9%	9%	-5%
CC1CCN(C(=O)c2ccc(S(=O)(=O)Cc3ccccc3F)c([N+](=O)[O-])c2)CC1	-3%	8%	11	12%	-51%[inhibitor]	-11%	-63%	-1.0%	-3%[46.1 µM]	21µM*
COc1cc(/C=C/c2ccc3cccc(O)c3n2)cc(Cl)c1OC	?	?	-2	27%	-57%[inhibitor]	-4%	-15%	0.1%	-2%	?
Cc1cc(NC(=O)CN2C(=O)C3CC=CCC3C2=O)no1 (stereo not given)	-4%	0%	-1	-3%	-5%	0%	-13%	-0.1%	.	-4%
COCCNC(=S)N/N=C/c1c(C)[nH]c2ccccc12	-1%	7%	2	-1%	6%	0%	-16%	7.9%	-29%[46.1 µM]	?
O=C(CNCc1ccncc1)Nc1cc(S(=O)(=O)N2CCCCC2)ccc1Cl	-4%	20%	5	2%	12%	6%	-3%	0.3%	6%	-15%
